Yfh1-depleted yeast: mitochondrial function rescue without frataxin homolog – Friedreich's ataxia, plus single-dose screen, dose response (AID 1465); S. cerevisiae Yfh1-off respiration, WST-1 reduction, 72 h; higher fold induction means a stronger effect; actives 0.074% (n = 220,000); fold induction at 50 µM, or EC50 in µM where a hit was titrated;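 active = fold induction of absorbance versus untreated yeast above a set limit, then at least 30% activation at any dose in follow-up; inconclusive = repeats straddling the limit, or above it without dose testing; inactive = fold induction below the set limit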;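 also: activators that raise dye reduction in frataxin-depleted yeast; strong numbers were not always called active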
West Nile antiviral: West Nile virus antiviral activity, cell-based, CPE readout (AID 1621); CPE inhibition, % at 10 µM; hits with a dose series show IC50 in µM; West Nile virus-infected cells, CPE inhibition; higher % means a stronger effect; actives 0.02% (n = 290,000); in the data active = a potency from the dose series; inconclusive = CPE inhibition mostly from about 3.7% at the one dose, without a potency; inactive = the rest, 99 in 100 with CPE inhibition below about 2.2%; also: strong numbers were not always called active
NOD2 inhibition: inhibition of NOD2-driven NF-kB reporter – cell-based, luminescence, uHTS, HEK293 (AID 1566); HEK293 NOD2/NF-kB luciferase reporter, luminescence; higher % means a stronger effect; inhibition, % at 4 µM, or EC50 in µM where a hit was titrated; actives 0.63% (n = 290,000); also: many of its hits are not listed in these tables
NOD1 inhibition: NOD1 signaling inhibitors, primary screen, cell-based, luminescence, uHTS (AID 1578). NOD1-driven NF-kB luciferase reporter cells, luminescence; higher % means a stronger effect. one-dose inhibition, % at 4 µM; EC50 in µM for titrated hits. actives 1% (n = 290,000); in the data active = inhibition mostly above about 36%, no sharp cut-off; inactive = mostly below about 34%;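 also: HEK-293T reporter cells stimulated with the NOD1 agonist gamma-tri-DAP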
HIV fusion peptide: cell-free HIV fusion peptide-binding blockers – biochemical, uHTS, fluorescence dequenching, primary screen (AID 1986); actives 0.3% (n = 290,000); cell-free peptide binding, fluorescence dequenching, 30 min; higher % means a stronger effect; inhibition, % at 20 µM, or IC50 in µM where a hit was titrated; in the data active = inhibition mostly above about 52%, no sharp cut-off; inactive = mostly below about 76%; also: some results filed as inactive read as strong as hits
KOR beta-arrestin-1: KOR agonists, beta-arrestin recruitment, primary screen, cell-based, luminescence, uHTS (AID 1777); KOR beta-arrestin recruitment, luminescence; higher % means a stronger effect; one-dose activation, % at 10 µM; EC50 in µM for titrated hits; actives 0.02% (n = 280,000); in the data active = activation above about 50%, passing the limit was not always enough; also: a part of the inactive calls stands beside numbers as strong as those of hits
AID2073: inhibitors of Mint1-CaV2.2 protein interaction, biochemical, HTRF (AID 2073); actives 0.19% (n = 290,000); HTRF protein-protein interaction, Mint1-CaV2.2; higher % means a stronger effect; one-dose inhibition, % at 20 µM; IC50 in µM for titrated hits; in the data active = inhibition mostly above about 51%, no sharp cut-off; inconclusive = no clear call, values can overlap the other calls; inactive = mostly below about 53%; also: some results filed as inactive read as strong as hits
Dengue-2 NS5 capping: flavivirus cap methylation enzyme inhibition – biochemical, confirmation dose response, primary screen (AID 588689); one-dose inhibition, % at 25 µM; IC50 in µM for titrated hits; Dengue-2 NS5 methyltransferase capping enzyme assay, biochemical; higher % means a stronger effect; actives 0.3% (n = 340,000); in the data active = a potency from the dose series; inconclusive = inhibition above about 29% without an active follow-up result
KOR beta-arrestin-2: kappa opioid receptor blockers – cell-based, luminescence, uHTS (AID 1778). one-dose inhibition, % at 10 µM; IC50 in µM for titrated hits. actives 0.091% (n = 290,000). KOR beta-arrestin recruitment, luminescence, antagonist mode; higher % means a stronger effect; also: strong numbers were not always called active
Dengue-2 NS5 capping pilot replicate: further read-out of Dengue-2 NS5 capping, marked with its call; inhibition, %; measured here: pilot screen replicate inhibition
Active calls of the source: *; i = inactive; ? = inconclusive; . = not tested or not shown; [ ] = another dose, or the depositor's remark. Rule as the data show it, unless noted: active = inhibition above about 50%; inactive = the rest. A portion of the library; count on the stated rates, not on these rows.

SMILES	Yfh1-depleted yeast	West Nile antiviral	NOD2 inhibition	NOD1 inhibition	HIV fusion peptide	KOR beta-arrestin-1	AID2073	Dengue-2 NS5 capping	KOR beta-arrestin-2	others
N#Cc1ccc(CN2CCN(C(=O)Cn3nc(C(N)=O)c4ccccc4c3=O)CC2)cc1	.	-0.1%	12%	-11%	0.3%	3.0%	-9%	4%	-35%
O=C(C1CCCN(S(=O)(=O)c2ccc([N+](=O)[O-])cc2)C1)N1CCCCC1 (configuration not stated)	.	-0.6%	9%	-7%	1.6%	-4.3%	2%	-7%	33%
CN1CCN(CCCNC(=O)Nc2cccc3ccccc23)CC1	.	.	12%	-29%	-2.2%	-0.4%	-2%	5%	-14%
CC(C)C(=O)NC(=S)/C=C1/N(C)c2ccccc2C1(C)C	?	2.0%	6%	14%	2.6%	5.8%	9%	0%	-33%
CCOC(=O)Cc1csc(NC(=O)Nc2ccc(OC(F)(F)F)cc2)n1	i	-0.4%	-5%	-3%	0.0%	8.3%	6%	-3%	11%
COC(=O)CC(NC(=O)Nc1ccc(C)cc1)c1cccc([N+](=O)[O-])c1 (configuration not stated)	i	-0.4%	20%	-29%	0.1%	-10%	-1%	-9%	-13%[20 µM]
Cc1ccc2nc(N(CCCN(C)C)C(=O)c3cc4ccccc4oc3=O)sc2c1	i	2.7%	-11%	-24%	0.5%	0.4%	-1%	1%	-43%
CC(C)c1ccc(NC(=O)c2ccc(NC3=NC4CS(=O)(=O)CC4S3)cc2)cc1 (configuration not stated)	.	-0.7%	1%	0%	-1.2%	1.7%	8%	-3%	-9%[20 µM]
O=C(NCc1ccc2c(c1)OCO2)C1CC(c2ccccc2O)=NO1 (configuration not stated)	i	0.1%	-25%	18%	0.6%	-1.9%	-6%	-3%	-47%
Cc1cc(C)c(S(=O)(=O)N2CCOC2CNC(=O)C(=O)NCCCn2ccnc2)c(C)c1 (configuration not stated)	i	0.2%	-18%	-9%	1.1%	1.1%	8%	-2%	-19%
O=C(CCC(=O)N1CCSc2ccccc21)NCc1cccc(Cl)c1	.	-0.3%	16%	-10%	-1.4%	-2.7%	-3%	0%	-3%[20 µM]
CCOc1ccc(S(=O)(=O)N2CCCC(C(=O)N3CCCC3)C2)cc1 (configuration not stated)	.	-0.9%	5%	-15%	-1.0%	-1.3%	4%	-3%	18%
COc1ccc2c(-c3ccccc3)cc(SCC(=O)NC(N)=O)nc2c1	i	-0.9%	-11%	-36%	-0.1%	-0.1%	34%	-2%	-31%
Cc1ccc(-c2nnc(CSc3nnc(C)s3)o2)cc1	i	-0.5%	-20%	-62%	-1.1%	2.7%	-16%	-5%	-29%	Dengue-2 NS5 capping pilot replicate=2.1
O=S(=O)(Cc1ccccc1)c1nc2ccccc2n1Cc1ccccn1	i	0.2%	12%	-26%	-2.0%	15%	-2%	-3%	2%
CN(C)C=Nc1ccc2nn(-c3ccccc3)nc2c1	i	1.0%	-102%	-2%	7.9%	4.2%	?	0%	-19%
O=C(Nc1cccc(S(=O)(=O)N2CCCCC2)c1)c1ccc2c(=O)n3c(nc2c1)CCCCC3	i	-0.5%	30%	25%	-1.1%	3.2%	7%	-4%	-17%
O=C(CN1C(=O)S/C(=C/c2ccncc2)C1=O)N1CCOCC1	i	-0.1%	-2%	-30%	1.6%	-3.2%	-2%	0%	1%
CC(C)C(=O)Nc1ccc(-c2csc(-c3ccccc3)n2)cc1	i	-1.2%	-89%	-29%	-1.1%	3.2%	6%	3%	-32%
NC(N)=NS(=O)(=O)c1ccc(NC(=S)Nc2ccc(F)cc2)cc1	.	0.3%	24%	8%	-1.1%	-5.8%	-9%	0%	28%
Cc1nn(C)c(C)c1CN(C)S(=O)(=O)c1ccc2ccccc2c1	i	1.1%	6%	-22%	0.5%	2.3%	-4%	-8%	11%
CCN(CC)C(=O)CSc1nnc([C@H](CCSC)NC(=O)OC(C)(C)C)o1	i	0.3%	18%	17%	-0.9%	3.2%	-7%	-4%	6%
CC(C)C(=O)Nc1ccc2c(c1)nc(CCN1CCCCC1)n2C	.	0.2%	2%	-6%	-1.2%	3.6%	12%	-5%	0%
O=C(CN1C(=O)CSC1=O)Nc1ccc(F)c(F)c1F	i	0.5%	0%	-20%	2.4%	0.8%	0%	-2%	-26%
CCC(NC(=O)NNC(N)=S)(C(F)(F)F)C(F)(F)F	i	-0.5%	10%	-6%	0.2%	0.8%	-16%	2%	13%

4 compounds drawn at random from those above, as already listed:
SMILES	Yfh1-depleted yeast	West Nile antiviral	NOD2 inhibition	NOD1 inhibition	HIV fusion peptide	KOR beta-arrestin-1	AID2073	Dengue-2 NS5 capping	KOR beta-arrestin-2	others
CC(C)C(=O)Nc1ccc(-c2csc(-c3ccccc3)n2)cc1	i	-1.2%	-89%	-29%	-1.1%	3.2%	6%	3%	-32%
O=C(CN1C(=O)S/C(=C/c2ccncc2)C1=O)N1CCOCC1	i	-0.1%	-2%	-30%	1.6%	-3.2%	-2%	0%	1%
O=C(C1CCCN(S(=O)(=O)c2ccc([N+](=O)[O-])cc2)C1)N1CCCCC1 (configuration not stated)	.	-0.6%	9%	-7%	1.6%	-4.3%	2%	-7%	33%
O=C(NCc1ccc2c(c1)OCO2)C1CC(c2ccccc2O)=NO1 (configuration not stated)	i	0.1%	-25%	18%	0.6%	-1.9%	-6%	-3%	-47%

Going on with the list:
SMILES	Yfh1-depleted yeast	West Nile antiviral	NOD2 inhibition	NOD1 inhibition	HIV fusion peptide	KOR beta-arrestin-1	AID2073	Dengue-2 NS5 capping	KOR beta-arrestin-2	others
Cc1ccc(NC(=O)C(OC(=O)c2ccc(O)cc2)c2ccccc2)cc1Cl (configuration not stated)	i	-0.7%	-26%	-19%	4.1%	9.9%	9%	-2%	-23%
C[C@H](NC(=O)[C@@H]1Cc2ccccc2CN1)C(=O)Nc1ccc2c(c1)OCO2	.	-0.5%	-18%	-18%	-0.2%	1.1%	-1%	3%	6%
O=C(CO/N=C/c1ccccc1O)N1CCc2ccccc21	i	-1.2%	-11%	-26%	-2.4%	-1.3%	-2%	-5%	22%
Cc1cc(NC(=O)CSc2nnc(Nc3ccccc3)s2)no1	.	.	6%	0%	0.3%	-2.0%	7%	-5%	-6%
C=CCc1cc(Cl)ccc1OCCCNC(C)C	i	-1.3%	11%	-16%	0.7%	8.9%	1%	-5%	27%
COC(CNC(=O)CSCc1nc(-c2ccc(SC)cc2)oc1C)OC	i	-1.1%	17%	-9%	-1.3%	-6.9%	7%	1%	13%
NNC1=N[C@H]2CS(=O)(=O)C[C@H]2S1	i	1.2%	8%	-27%	-0.3%	-4.5%	-6%	-7%	0%
CCOC(=O)N1CCC(=NNc2ccc(S(N)(=O)=O)cc2[N+](=O)[O-])CC1	i	0.5%	-58%	-17%	-2.2%	-7.0%	-6%	-2%	6%
Cn1c(=O)oc2cc(S(=O)(=O)CCC(=O)NCCc3ccccc3)ccc21	.	1.1%	10%	-19%	0.7%	1.6%	6%	-5%	6%
Cc1cccc(-c2noc(CCC(=O)NC3CCCC3)n2)c1	.	-1.5%	-20%	-40%	1.1%	0.5%	10%	.	5%
CCOc1ccc(S(=O)(=O)N2CCOCC2)c2ccccc12	.	1.4%	1%	-15%	-0.1%	-4.2%	4%	-7%	8%
Cc1nc2ccccc2c(=O)n1NC(=O)c1ccc(C(C)(C)C)cc1	.	-0.9%	25%	1%	-1.5%	-2.7%	8%	-8%	-2%
COc1cccc(N2CC(C(=O)NNC(=O)c3ccc(Cl)cc3)CC2=O)c1 (configuration not stated)	.	-0.6%	-36%	-23%	1.2%	3.9%	8%	3%	-14%
COc1ccc(N=CC2=C(O)c3ccccc3C2=O)c(OC)c1	i	0.0%	-134%	72%*	-2.8%	-1.5%	6%	13%	26%
COc1ccc(-c2cc(C(=O)NCC(c3ccccc3)N(C)C)c3ccccc3n2)cc1OC (configuration not stated)	.	-0.9%	-8%	-4%	-0.2%	-3.2%	17%	-3%	-20%
CCCCNC(=O)c1onc(CSc2ccncc2)c1C(=O)NCCCC	i	-0.7%	17%	0%	-1.8%	-4.9%	9%	-6%	32%
O=C(OCn1nnc2ccccc2c1=O)C1COc2ccccc2O1 (configuration not stated)	i	0.6%	1%	-25%	0.6%	-0.6%	-2%	0%	-19%
CC(=O)NCc1ccc(S(=O)(=O)NC2CCN(Cc3ccccc3)CC2)cc1	i	0.3%	15%	-2%	1.2%	2.4%	6%	.	13%
CCOC(=O)c1c(N)c(C#N)c2n1CCCCC2	i	0.4%	5%	-10%	-1.7%	-1.6%	5%	2%	35%
CCOC(=O)C(NC(C)=O)(Nc1cccc(F)c1)C(F)(F)F (configuration not stated)	i	-0.2%	13%	-12%	0.3%	-0.6%	-8%	-4%	-10%
Cc1cc(NCCO)nc(-n2nc(C)cc2C)n1	i	0.1%	-3%	-7%	37%	8.7%	2%	-9%	-27%
Cc1ccc(NC(=O)CN2CCC(NC(=O)C3CCCCC3)CC2)c(Br)c1	i	-1.3%	8%	-21%	-2.0%	-0.6%	1%	4%	12%
CCOC(=O)c1c(NC(=O)CSc2nnc(CNc3ccc(OC)cc3)n2C)sc(C)c1C	i	-1.2%	7%	2%	-1.8%	-5.5%	-2%	0%	6%
O=C(O)C1CCCCN1S(=O)(=O)c1ccc2ccccc2c1 (configuration not stated)	i	0.2%	14%	-7%	0.6%	-6.3%	1%	-1%	-36%	Dengue-2 NS5 capping pilot replicate=-3.0
O=C(Nc1ccc(Cc2ccncc2)cc1)c1cc(F)c(F)cc1Cl	i	-1.1%	-1%	-39%	-1.4%	.	0%	-2%	-29%[20 µM]

Continuation:
SMILES	Yfh1-depleted yeast	West Nile antiviral	NOD2 inhibition	NOD1 inhibition	HIV fusion peptide	KOR beta-arrestin-1	AID2073	Dengue-2 NS5 capping	KOR beta-arrestin-2	others
Cc1cccc(NC(=O)NNC(=O)CCc2ccccc2)c1	.	0.3%	4%	-23%	1.6%	1.7%	8%	-4%	-19%
CC(=O)N/C(=N/c1nc(C)cc(C)n1)Nc1ccc(C)cc1C	.	-2.2%	16%	-9%	0.4%	-0.4%	-12%	-1%	-32%
O=C(NNC(=O)c1ccccc1[N+](=O)[O-])c1cccs1	i	0.4%	5%	10%	-3.9%	-1.7%	-1%	-9%	-8%
CN(C)[C@@H]1C(=O)C(C(N)=O)=C(O)[C@@]2(O)C(=O)C3=C(O)c4c(O)ccc(Cl)c4[C@@H](O)[C@H]3C[C@@H]12	i	-0.4%	-23%	8%	58%*	-2.2%	56%*	-5%	13%
CCC1N=C(SC)NC(C)=C1C(=O)c1ccccc1 (configuration not stated)	i	-0.6%	13%	3%	-0.3%	-3.6%	-9%	10%	8%
CCCCN(CC)CCNC(=O)CN(C)S(=O)(=O)c1ccc2c(c1)c(=O)n(C)c(=O)n2C	i	0.1%	2%	0%	-2.2%	12%	-5%	-7%	-25%
O=C(Nc1cccc2[nH]ncc12)c1ccc(F)cc1	i	0.0%	18%	0%	1.9%	-0.5%	5%	-3%	11%
O=C(CN1CCc2cc3c(cc2C1)OCCCO3)Nc1cccc([N+](=O)[O-])c1	.	0.8%	7%	3%	0.7%	0.8%	-9%	-4%	-8%
COc1cc(NC(=O)CCc2nnc3ccc(N4CCCCC4)nn23)cc(OC)c1OC	.	-0.3%	-2%	2%	-0.9%	-4.8%	-6%	-20%	21%

Bioassay records (PubChem BioAssay)
